# RECQ1 inh – qHTS Assay for Inhibitors of RecQ-Like Dna Helicase 1 (RECQ1); ATP-dependent DNA helicase Q1 (Homo sapiens), P46063; RECQ1 DNA unwinding, red fluorescence kinetic read; Potency, µM (titrated, usually from 57.3 µM), for the others: at the top dose activity, negative = inhibition, usual class: inhibitors; 240,000 compounds, 0.54% hits;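 further: plate controls were vehicle for no effect and no enzyme for full effect; nearly all actives have a fitted effect of over 30% in size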
# Target sequence (P46063 whole entry, looked up): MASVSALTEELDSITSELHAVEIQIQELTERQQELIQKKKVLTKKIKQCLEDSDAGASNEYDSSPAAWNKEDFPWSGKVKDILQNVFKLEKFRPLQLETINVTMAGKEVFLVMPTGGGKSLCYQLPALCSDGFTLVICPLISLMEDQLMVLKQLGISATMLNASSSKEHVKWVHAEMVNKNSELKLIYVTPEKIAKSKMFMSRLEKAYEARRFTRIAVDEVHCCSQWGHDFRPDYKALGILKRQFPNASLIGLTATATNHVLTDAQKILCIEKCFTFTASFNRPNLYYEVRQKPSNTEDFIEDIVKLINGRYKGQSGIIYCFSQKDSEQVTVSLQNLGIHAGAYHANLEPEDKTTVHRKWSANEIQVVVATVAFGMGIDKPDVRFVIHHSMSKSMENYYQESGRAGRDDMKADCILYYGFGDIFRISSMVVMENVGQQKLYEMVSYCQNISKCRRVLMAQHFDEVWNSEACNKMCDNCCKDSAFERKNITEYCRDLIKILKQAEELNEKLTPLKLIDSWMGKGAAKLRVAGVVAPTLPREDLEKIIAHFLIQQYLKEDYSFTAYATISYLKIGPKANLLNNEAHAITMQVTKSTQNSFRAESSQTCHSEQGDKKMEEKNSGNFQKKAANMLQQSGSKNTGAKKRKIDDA
#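 RECQ1T1 50 nM; forked duplex (20 bp + 30-nt ss tails) 200 nM, ATP 2 mM final; pH 8.0, 2 mM MgCl2, 2.5 ug/ml poly(dI-dC); 15 min compound preincubation; discontinuous kinetic read over 2 h at RT.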
# HTT cytoprotect – qHTS Multiplex Assay to Identify Dual Action Probes in a Cell Model of Huntington: Cytoprotection (ATP) | PC12 HTT-Q103 induced, cytoprotection, ATP luminescence, 40 h | Potency, µM (doses to about 56.4 µM), for inactives: cytoprotection (ATP increase), actives largely listed as activators | 230,000 compounds, 0.14% hits;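 further: % of control where 0% means no effect; nearly all actives have a fitted effect of over 45% in size; toxic huntingtin expression switched on by the ecdysone agonist tebufenozide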
#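 Cells were plated at 1500 per well in phenol red-free DMEM with 5% equine and 5% calf serum. Tebufenozide (100 nM final) and compounds were added, then ATPlite reagent, and luminescence was read.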
# Tau FP inhib – qHTS for Inhibitors of Tau Fibril Formation, Fluorescence Polarization | Potency, µM (titrated, usually from 57.7 µM), inactives show at the highest dose activity, negative = inhibition, most hits filed as inhibitors | K18 P301L tau heparin fibrillization, Alexa594 FP, 6 h | 280,000 compounds, 0.39% hits | Microtubule-associated protein tau (Homo sapiens), P10636; further: on the % scale 0 is the no-effect control and ±100 the full control effect; nearly all actives have a fitted effect of over 55% in size
# Target sequence (P10636 561-689 P618L limits assumed): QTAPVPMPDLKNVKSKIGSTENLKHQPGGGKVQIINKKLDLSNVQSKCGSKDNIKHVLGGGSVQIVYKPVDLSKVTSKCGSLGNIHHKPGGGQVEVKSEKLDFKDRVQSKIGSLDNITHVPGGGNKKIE
#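 Read-out: fluorescence polarization of Alexa 594-labeled tau (0.24 uM), 555 nm excitation, 632 nm emission. Mixtures held 15 uM unlabeled K18 P301L, compound and 20 uM heparin, pH 7 acetate buffer, incubated 6 hr at 37 C.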
# Tau fluor cs – Counterscreen qHTS for Inhibitors of Tau Fibril Formation, Fluorescence Polarization. tau K18 P301L Alexa594 fluorescence, heparin fibrillization. Potency, µM (titrated, usually from 57.7 µM), inactives show top-dose activity change, negative = decrease. 280,000 compounds, 0.93% hits. AID 1463, 2008; further: on the % scale 0 is the no-effect control and ±100 the full control effect; nearly all actives have a fitted effect of over 55% in size
#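 Human tau K18 P301L (15 uM unlabeled, 0.24 uM Alexa 594-labeled) in 100 mM sodium acetate pH 7 with 20 uM heparin, 6 hr at 37 C. ThT 30 uM added, 1 hr ambient; Alexa 594 FP and total fluorescence read at 555/632 nm.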
# Tau fibril ThT – qHTS for Inhibitors of Tau Fibril Formation, Thioflavin T Binding. recombinant tau K18 P301L (four-repeat tau fragment), heparin-induced fibrillization, ThT fluorescence. Microtubule-associated protein tau (Homo sapiens), P10636. Potency, µM (highest dose often 57.4 µM), inactives show at the highest dose activity, negative = inhibition, actives largely listed as inhibitors. 270,000 compounds, 2.1% hits; further: on the % scale 0 is the no-effect control and ±100 the full control effect; nearly all actives have a fitted effect of over 55% in size
#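 Tau K18 P301L fragment (15 uM unlabeled plus 0.24 uM Alexa 594-labeled) in 100 mM sodium acetate pH 7 with compound, fibrillization induced by 20 uM heparin for 6 hr at 37 C. Thioflavin T (30 uM) added, fluorescence read after 1 hr (ex 450, em 510 nm).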
# TRb-SRC2 inh – qHTS for Inhibitors of the Interaction of Thyroid Hormone Receptor and Steroid Receptor Coregulator 2. Potency, µM (titrated, usually from 106 µM), for inactives: at the highest dose activity change, negative = inhibition, hits mostly inhibitors. TRbeta-SRC2 peptide binding, fluorescence polarization; receptor liganded with 1 µM T3. 280,000 compounds, 0.065% hits. Thyroid hormone receptor beta (Homo sapiens), P10828;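 further: plate controls were bound peptide for no effect and peptide without receptor for full effect; nearly all actives have a fitted effect of over 50% in size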
#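 Fluorescence polarization of 20 nM Texas Red SRC2 peptide with 0.6 uM human TRb ligand-binding domain, in Tris buffer with 1uM T3 and 5% DMSO. Incubated 5 hr ambient; normalized to unbound and bound controls.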
# L3MBTL1 inh – qHTS Assay for the Inhibitors of L3MBTL1. 230,000 compounds, 0.66% hits. AlphaScreen L3MBTL1–H3K9me1 peptide binding. Potency, µM (top dose mostly 57.1 µM), for the others: at the top dose activity, negative = inhibition, hits mostly inhibitors. Lethal(3)malignant brain tumor-like protein 1 (Homo sapiens), Q9Y468; further: on the % scale 0 is the no-effect control and ±100 the full control effect; nearly all actives have a fitted effect of over 60% in size
#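 L3MBTL1 (50 nM) pre-complexed 30 min with biotinylated H3(1-15)K9me1 peptide (75 nM), then compounds added for 30 min at room temperature; AlphaScreen streptavidin donor/nickel chelate acceptor beads (10 ug/mL final) read after 30 min dark incubation.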
# TexasRed fluor – Total Fluorescence Counterscreen for Inhibitors of the Interaction of Thyroid Hormone Receptor and Steroid Receptor Coregulator 2 | Potency, µM (highest dose often 106 µM), for inactives: at the top dose fluorescence change, negative = quenching | TRb/SRC2 Texas Red total fluorescence interference | 280,000 compounds, 0.29% hits; active means well fitted curve in either direction with a large enough effect; inconclusive means small, poorly fitted or top-dose-only effect; further: on the % scale 0 is the no-effect control and ±100 the full control effect
#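 Human TRb ligand-binding domain at 0.6 uM with 20 nM Texas Red SRC2 peptide in Tris buffer containing 1 uM T3 and 5% DMSO, incubated with compound 5 h at ambient temperature. Total fluorescence (555/632 nm) calculated as parallel + 2 × perpendicular.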
# Numbers without * were called inactive; i = inactive; ? = inconclusive; · = no result given; [ ] = another dose, or the depositor's remark. Unless noted, the call rests on the fitted dose curve; in most records, active means well fitted curve in the direction sought with a large enough effect; inconclusive means small, poorly fitted or top-dose-only effect, or another doubt; inactive means no such curve, though single readings can be large; an effect the other way counts as inactive or inconclusive. Potency means the concentration at half of the fitted maximal effect. A portion of the library. The share of hits here may be higher or lower than overall.
# Second line of a record – RECQ1 inh, HTT cytoprotect, Tau FP inhib, Tau fluor cs, Tau fibril ThT, TRb-SRC2 inh, L3MBTL1 inh, TexasRed fluor
Fc1cccc(CSc2nc3ncccc3[nH]2)c1
  -1%, -12%, -1%, -2%, 3%, 10%, -4%, -2%
O=C(Nc1nccs1)C(c1ccccc1)N1CCCCC1 (configuration not stated)
  -19%, -35%[inhibitor], -14%, -5%, -3%, -2%, ·, -1%
COc1cccc(C2c3c(-c4cc(Cl)c(C)cc4O)n[nH]c3C(=O)N2Cc2cccnc2)c1 (configuration not stated)
  -15%, 4%, 10%, ?, ?, 1%, ·, -1%
CC(=O)Nc1ccc(SC[C@H](c2ccccc2)N2CCN(CCc3ccccc3)CCC2=O)cc1
  i, -5%[10 µM], -5%, -9%, -7%, -7%, ·, -2%
CCC1CN(C(=O)N2CCC(C(=O)NCc3ccccc3C)CC2)c2ccccc2O1 (configuration not stated)
  ·, ·, -4%, -8%, -3%, -1%, ·, -10%
Cc1ccc(NC(=O)Nc2ccc([N+](=O)[O-])cc2)nc1
  i, -30%[inhibitor], 3%, -8%, ?, -4%, 5%, -1%
CCn1c(SCc2ccc(C(=O)OC)o2)nc2sc3c(c2c1=O)CCCC3
  14%, 23%[10 µM], 3%, -13%, -16%, 7%, ·, 8%
Cc1ccc(C)c(NC(=O)Nc2cc3c(cc2N2CCCCC2)n(C)c(=O)n3C)c1
  ·, ·, 6%, ?, ?, -6%, ·, -1%
CC(C)n1c(=S)[nH]c2ccccc21
  -10%, -1%, -3%, -5%, -7%, -1%, ·, -1%
CCOc1ccc(-c2cnc(SCC(N)=O)nc2N)cc1
  -11%, 5%[10 µM], -7%, -1%, -5%, -18%, 3%, 3%
CCn1ccc2cc(S(=O)(=O)N3CCC(C(=O)NCC(C)c4ccccc4)CC3)ccc21 (configuration not stated)
  ·, ·, 2%, -19%, -2%, -1%, ·, -3%
Cc1cccc(NC(=O)CSc2ccc(-c3ccccn3)nn2)c1
  ·, ·, -5%, -11%, -13%, -6%, ·, 0%
CC(C)NC(=O)COc1ccc(OCc2ccccc2)cc1
  -10%, 10%[10 µM], 11%, -2%, -14%, 0%, 5%, 0%
CCOC(=O)c1cc(-c2ccccc2)n(CCC(=O)O)c1C
  -1%, 7%, -4%, -10%, -15%, -9%, ·, -5%
O=C(NCC(O)c1ccc([N+](=O)[O-])cc1)c1cccc(S(=O)(=O)N2CCCC2)c1 (configuration not stated)
  -6%, 3%[10 µM], 4%, -9%, -3%, -3%, -10%, -1%
Cc1cc(C)c(S(=O)(=O)N2CCN(c3ccc([N+](=O)[O-])c(NCC4CCCO4)c3)CC2)c(C)c1 (configuration not stated)
  -11%, -35%, 1%, -19%, -19%, 1%, -17%, 1%
O=C(CSCc1ccccc1Br)N/N=C/c1ccccc1C(=O)O
  i, -29%, 7%, -3%, -10%, -8%, 2%, -1%
COc1ccccc1CNC(=O)c1ccc2nc(N3CCCCC3)sc2c1
  ·, ·, -3%, -9%, -12%, 2%, ·, 3%
CCC(=O)NC(=S)Nc1ccc(NC(=O)c2ccc(OC)cc2)cc1
  0%, 6%[10 µM], -13%, -2%, -10%, -15%, -2%, 2%
CCN(CC)C(=O)CN1C(=O)COCC1=O
  -11%, 2%, -1%, -2%, 2%, 4%, ·, -2%
CN(C)C(=O)COC(=O)c1cccnc1Nc1ccccc1F
  -5%, 3%[1.9 µM], 2%, 0%, 5%, -4%, -1%, 9%
CCOC(=O)C1=C(C)N(C)C(C)=C(C(=O)OCC)C1c1ccsc1
  i, -29%, -10%, -16%, -7%, -3%, 9%, -1%
CCOC(=O)c1nc(N)c(C(=O)OCC)[nH]1
  ?, -20%, 0%, 2%, 3%, 7%, 7%, -1%
Cc1c(-c2ccccc2)nc(N)c(C#N)c1-c1ccco1
  -7%, 20%, 6%, -5%, -5%, 6%, ·, 0%
CCN1C(=O)[C@H]2[C@H]3[C@H](O)[C@H](O)C/C(=N/O[C@@H](C)CN4CCCCc5nc(C)c(C)cc54)[C@@H]3CC[C@@H]2C1=O
  i[11.5 µM], 35%[10 µM], -4%[11.6 µM], -4%[11.6 µM], -6%[11.5 µM], 3%[11.2 µM], ·, -4%[11.2 µM]
COc1cccc(NC(=O)N(CCN(C)C)C(C)c2cccnc2)c1 (configuration not stated)
  -5%, 5%[10 µM], 11%, 6%, 3%, 2%, -2%, -1%
O=C(c1n[nH]c2ccccc12)N1CCOCC1
  i, -2%, -5%, 1%, 2%, -3%, 4%[11.4 µM], 3%
CCCCOc1ccccc1C(=O)Nc1nonc1-c1ccccc1
  ·, ·, 11%, -8%, -8%, 2%, ·, -1%
CCc1ccc2c(c1)C1(C(=O)N2)N2CCCC2C(C(=O)c2ccc3ccccc3c2)C12C(=O)Nc1ccccc12 (configuration not stated)
  -7%, 12%[10 µM], -11%, -13%, ?, -6%, -15%, -35%
COc1ccc(NC(=O)CSc2nccn2Cc2ccc3c(c2)OCO3)cc1
  ·, ·, 5%, -9%, -12%, -2%, ·, 3%
COC(=O)C(C)Sc1ccc2nnc(-c3ccccc3)n2n1 (configuration not stated)
  -5%, ?, 1%, 1%, 3%, -2%, ·, -1%
CCCCCCN1CC(C(=O)OCC)C(=O)C1=O (configuration not stated)
  -16%, -11%[10 µM], 1%, -6%, -12%, 0%, 5%, -2%
COc1cc2ncc(C(=O)c3ccc(C)cc3)c(N3CCCCC3)c2cc1OC
  ·, ·, -10%, -23%, ?, -5%, ·, 1%
COc1ccc(Cl)cc1NC(=O)CSc1cn(CC(=O)N2CCCCC2)c2ccccc12
  ·, ·, 4%, -19%, -7%, -4%, ·, -1%
CCOc1ccc(NC(=O)c2c(NC(=O)Cc3ccccc3)sc3c2CCCC3)cc1
  ·, ·, 11%, -17%, -7%, -7%, ·, ?
Cc1cc(C)c(C(=O)Cn2nc(C(=O)O)c3ccccc3c2=O)cc1C
  -1%, -6%[10 µM], ?, -8%, -9%, 8%, -6%, -2%
O=C(CCc1ccccc1)Nc1ccc(NC(=O)c2ccco2)cc1
  i, -1%, -1%, -13%, -17%, -1%, 4%, -1%
CN(C)S(=O)(=O)c1cccc(NC(=O)COC(=O)c2cc(-c3cccc(Br)c3)nc3ccccc23)c1
  3%, -34%[10 µM], 13µM*, ?, 9%, 5%, -18%, 0%
O=C1NC(=S)N(c2cccc(Cl)c2)C12CCCCC2
  -1%, 31%[0.074 µM], -1%, 4%, 6%, -1%, 0%, 2%
COCCNC(=O)C1CCCN(c2ncccn2)C1 (configuration not stated)
  -1%, 30%[10 µM], 1%, 1%, -8%, -7%, 4%, 5%

# Shown with tabs: part of the list above
Compound	RECQ1 inh	HTT cytoprotect	Tau FP inhib	Tau fluor cs	Tau fibril ThT	TRb-SRC2 inh	L3MBTL1 inh	TexasRed fluor
CN(C)S(=O)(=O)c1cccc(NC(=O)COC(=O)c2cc(-c3cccc(Br)c3)nc3ccccc23)c1	3%	-34%[10 µM]	13µM*	?	9%	5%	-18%	0%
O=C1NC(=S)N(c2cccc(Cl)c2)C12CCCCC2	-1%	31%[0.074 µM]	-1%	4%	6%	-1%	0%	2%

# Next part.
# Second line of a record – RECQ1 inh, HTT cytoprotect, Tau FP inhib, Tau fluor cs, Tau fibril ThT, TRb-SRC2 inh, L3MBTL1 inh, TexasRed fluor
CCCn1c(N)c(C(=O)CSc2nnc(C)n2Cc2ccccc2)c(=O)n(C)c1=O
  -6%, 17%[10 µM], -10%, -13%, -12%, 1%, ·, -5%
CC(=O)C1=C(O)C(=O)N(c2ccc(C)cc2)C1c1ccccn1 (configuration not stated)
  3%, 19%[10 µM], -9%, 0%, -11%, -6%, -5%, 2%
O=C(NCc1ccc(Cl)cc1)C1C2C=CC3(CN(Cc4cccnc4)C(=O)C13)O2 (configuration not stated)
  -5%, 13%, -10%, -6%, -10%, -1%, 0%, 1%
Cc1cc(Nc2nnnn2-c2ccccc2)n(-c2ccc(Cl)cc2)n1
  15%, 9%[10 µM], -7%, ?, ?, 1%, -13%, 1%

# Single records, from the list above. Order of screens: RECQ1 inh, HTT cytoprotect, Tau FP inhib, Tau fluor cs, Tau fibril ThT, TRb-SRC2 inh, L3MBTL1 inh, TexasRed fluor
# Cc1cccc(NC(=O)CSc2ccc(-c3ccccn3)nn2)c1 reads ·, ·, -5%, -11%, -13%, -6%, ·, 0%
# CCOc1ccc(-c2cnc(SCC(N)=O)nc2N)cc1 reads -11%, 5%[10 µM], -7%, -1%, -5%, -18%, 3%, 3%
# Cc1ccc(C)c(NC(=O)Nc2cc3c(cc2N2CCCCC2)n(C)c(=O)n3C)c1 reads ·, ·, 6%, ?, ?, -6%, ·, -1%
# Cc1cc(C)c(C(=O)Cn2nc(C(=O)O)c3ccccc3c2=O)cc1C reads -1%, -6%[10 µM], ?, -8%, -9%, 8%, -6%, -2%
